p53ts 32C kill: cytotoxicity in p53ts cells at permissive temperature; actives 0.93% (n = 130,000); AID 924; H1299-p53A138V at 32C, ATP luminescence viability, 24 h; Potency, µM (highest dose often 46.1 µM), without a hit: at the highest dose activity change, negative = cytotoxicity, hits mostly cytotoxic;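 further: 0% = DMSO and -100% = full killing by reference compound; nearly all actives have a fitted effect of over 55% in size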
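Viability by ATPlite luminescence after 24 h compound treatment (up to 46 uM) at the permissive 32C. Cells are H1299 carrying p53 A138V. Scale runs from DMSO basal to 100 uM tamoxifen as full kill; AC50 from Hill fits.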
p53ts 39C kill: kills p53ts cells at the nonpermissive temperature. AID 902. Potency, µM (top dose mostly 46.1 µM), for the others: at the highest dose activity change, negative = cell killing, hits mostly cytotoxic. actives 1.5% (n = 130,000). H1299-p53A138V viability at 39C, ATP luminescence, 24 h; further: nearly all actives have a fitted effect of over 55% in size
Peg3 imprint: genomic imprint erasure induction. AID 1948. Potency, µM (top dose mostly 60.7 µM), without a hit: at the highest dose activity change, positive = activation, most hits filed as activators. mouse ES Peg3-LacZ reporter, beta-gal luminescence, 40 h. actives 0.02% (n = 110,000);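 further: 0% = negative control wells on the plate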
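Readout: BetaGlo luminescence (5 min, room temp) for LacZ from the normally silent maternal Peg3 allele in female Peg3LacZ-Neo ES cells. Cells 300/well, 40 h, 37C, 5% CO2. Data normalized per plate to negative controls.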
IkB sig inh: IkB pathway inhibition in ABC-DLBCL cells. ABC-DLBCL IkBa-CBG/CBR dual luciferase ratio, 4 h; response scale: scaled: untreated 0%, proteasome inhibitor 100%. Potency, µM (titrated, usually from 57.1 µM), without a hit: top-dose IkBa stabilization activation. actives 0.04% (n = 110,000). AID 445; active means well fitted curve in the direction sought with a large enough effect in the signal ratio, not every such curve was filed as active; inconclusive means small, poorly fitted or top-dose-only effect, or a change in a side signal; the % refers to the signal ratio;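 further: the direction sought is a rising ratio; 0% = basal untreated cells and 100% = reference inhibitor full response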
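Luminescence ratio of IκBα-fused green versus native red beetle luciferase in OCI-Ly3 cells, 4 h post-doxycycline with compound; red signal alone, scaled from basal (0%) to zero light (-100%), flagged nonspecific or cytotoxic effects.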
Active calls of the source: *; ? = inconclusive; / = no result given; [ ] = dose if it differs, or a comment. Unless noted, the call rests on the fitted dose curve; in most records, active means well fitted curve in the direction sought with a large enough effect; inconclusive means small, poorly fitted or top-dose-only effect, or another doubt; inactive means no such curve, though single readings can be large; an effect the other way counts as inactive or inconclusive. Unless noted, on the % scale 0 is the no-effect control and ±100 the full control effect; potency means the concentration at half of the fitted maximal effect.

molecule	p53ts 32C kill	p53ts 39C kill	Peg3 imprint	IkB sig inh
Cc1c(C(=O)OC2CCCCCC2)[nH]c2c1C(=O)CC(c1ccc(N(C)C)cc1)C2 (stereo unspecified)	4%	-2%	?	1.4%
COc1cccc(-c2nn(C)c3sc(C(=O)NCc4ccco4)cc23)c1	7%	-5%	?	?
Fc1ccc(CNc2ncnc3c2c(-c2ccccc2)cn3-c2ccccc2)cc1	0%	16%	29%[10.9 µM]	?
O=C(CCCn1c(=S)[nH]c2ccsc2c1=O)NCc1ccco1	0%	1%	26%	0.0%
COc1ccc(S(=O)(=O)c2c(C(=O)c3ccc(C)c(C)c3)cnc3ccc(C)cc23)cc1	10%	30%[activator]	-13%[10.9 µM]	?
COc1ccc(C(=O)NCC(c2cccs2)S(=O)(=O)c2ccc(F)c(C)c2)cc1 (stereo unspecified)	11%	-11%	17%[10.9 µM]	?
COC(=O)c1ccc(-n2nnnc2SCC(=O)Nc2cc(OC)ccc2OC)cc1	-8%	-12%	1%	2.4%
CCCCNC(=O)c1c(C)cc(=O)oc1C	13%	10%	-17%	-1.3%
O=C(Cc1cccs1)Nc1ccon1	0%	4%	-2%	3.0%
Cn1c(=O)c2cc(C(=O)N3CCN(c4cccc(C(F)(F)F)c4)CC3)sc2c2ccccc21	-4%	18%	-6%[10.9 µM]	2.3%
O=S(=O)(c1ccc(S(=O)(=O)N2CCCN(Cc3ccccc3)C2)cc1)N1CCCCCC1	-1%	-4%	-8%	0.0%
O=S(=O)(NCCc1nnc2ccc(SCc3cccc(Cl)c3)nn12)c1ccccc1	2%	-7%	-14%[10.9 µM]	?
COc1ccc(Cn2c(SCc3ccc(C(=O)NCCc4ccccc4)cc3)nc3cccnc32)cc1	-14%	-27%	-12%[10.9 µM]	-1.0%
O=C1CCCc2c1[nH]c1ccc(Br)cc21	9%	3%	-15%	-1.1%
CCOc1ccc(C(=O)N2CCN(C(=O)c3ccco3)CC2)cc1OCC	6%	7%	1%	-1.2%
CCC(O)c1cc2c(cc1NC(=O)c1cccc(Br)c1)OCCO2 (stereo unspecified)	-2%	18%	10%[10.9 µM]	-2.5%
O=c1c2sc3ccccc3c2n(Cc2ccccc2)c(=O)n1Cc1ccccc1	14%	10%	-13%[10.9 µM]	-0.5%
Cc1cccc2c(=O)oc(-c3ccc4c(c3)C(=O)N(CC3CCCO3)C4=O)nc12 (stereo unspecified)	17%	5%	3%	-0.7%
COCCOCC(O)CN1CCN(c2ccccc2)CC1 (stereo unspecified)	-4%	-11%	-8%	0.5%
Cn1c(=O)oc2cc(S(=O)(=O)CCC(=O)N3CCN(c4cccc(Cl)c4)CC3)ccc21	-1%	24%	-2%[10.9 µM]	?
Cc1ccc(CCNC(=O)CCNS(=O)(=O)c2ccc3c(c2)c(=O)n(C)c(=O)n3C)cc1	-14%	-6%	-15%	-0.7%
COc1ccc(-c2ccc(-c3noc(-c4ccccc4C)n3)c(OC)n2)cc1	0%	-1%	-9%	-2.8%
O=C(NC(Cc1ccccc1)C(=O)NCc1ccccn1)c1ccco1 (stereo unspecified)	-3%	11%	1%	0.2%
O=C(CCCCn1c(=O)c2ccccc2n(Cc2ccc(Cl)cc2)c1=O)NCc1ccco1	-17%	-18%	-16%	0.3%
COc1ccc(OC)c(C2C(C(=O)N(C)C)=C(C)Nc3nc4ccccc4n32)c1 (stereo unspecified)	10%	-8%	-22%	0.5%
CS(=O)(=O)N1CCc2cc(C(=O)NCCc3ccccc3)ccc21	-17%	-23%	-2%[10.9 µM]	-3.1%
CCCCn1c(Cl)nc2c1c(=O)n(C)c(=O)n2C	-9%	-8%	3%	-0.3%
COc1cc(Nc2nc3c(S(=O)(=O)c4ccc(C)c(C)c4)nnn3c3ccsc23)cc(OC)c1	-6%	-3%	-15%[10.9 µM]	-2.6%
COc1ccc(Br)cc1-c1nc(C)c(C(C)=O)n1O	4%	6%	1%	1.1%
COc1ccc(Cn2ccn(Cc3cccc(Cl)c3)c(=O)c2=O)cc1	-13%	?	-5%[10.9 µM]	1.7%
CCOc1ccc(CC(=O)Nc2c(C(=O)c3ccc(Cl)cc3)oc3ccccc23)cc1OCC	3%	20%	-26%[10.9 µM]	-2.1%
O=C(Nc1ccc(N2CCOCC2)cc1)Nc1ccc2nc(-c3ccco3)c(-c3ccco3)nc2c1	16%	10%	-21%	?
O=S(=O)(c1cccc2cccnc12)N1CCOCC1	-2%	4%	-6%	-0.7%
CCn1nccc1C(=O)NC1=C(C#N)CCC1	5%	5%	-5%	-0.6%
COc1ccccc1OCCn1cc(C#N)c2ccccc21	5%	0%	/	/
Cc1c(CN(C)C(=O)CSc2nc(-c3ccco3)cc(C(F)(F)F)n2)cnn1C	4%	10%	-8%	0.4%
Cc1ccc(SCC(=O)Nc2ccc3oc(-c4cccc(Cl)c4)nc3c2)cc1	-10%	?	-10%[10.9 µM]	-2.5%
Cc1cc(C)cc(N(CC(=O)Nc2ccc(C(F)(F)F)cc2)S(=O)(=O)c2c(C)[nH]c(=O)[nH]c2=O)c1	1%	-10%	1%[10.9 µM]	?
CCN(CC)c1ccc(NC(=O)c2cnc3c(-c4ccccc4)c(C)nn3c2C)c(C)c1	-5%	1%	-5%[10.9 µM]	?
O=C1NCCN1C(=O)c1cccc(Cl)c1	-7%	7%	-14%	0.3%
CCCn1c(-c2cccc(Br)c2)nc2ccccc21	5%	-15%	-7%[10.9 µM]	3.4%
COc1ccc(CN(C(=O)c2cccs2)c2nccs2)cc1OC	-5%	-6%	/	13%
CC(C)CC(=O)Nc1cccc(-c2nc3ccccc3o2)c1	7%	-10%	-8%	1.3%
COc1ccc(NC(=O)c2cccs2)cc1	?	-19%	/	/
C[C@@H](CCC(=O)O)C(=O)O	-6%[9.22 µM]	5%[9.22 µM]	-12%[10.9 µM]	2.9%[11.4 µM]
COc1ccc(CC(=O)NCCc2sc3nc(-c4ccc(OC)cc4)nn3c2C)cc1	-4%	-18%	7%[10.9 µM]	-3.5%
Cc1ccccc1OCCSc1nnc(-c2ccc([N+](=O)[O-])cc2)o1	-7%	-1%	22%[10.9 µM]	-1.7%
CCC1CCc2c(sc(NC(=O)C3c4ccccc4Oc4ccccc43)c2C#N)C1 (stereo unspecified)	16%	-7%	-9%[10.9 µM]	2.7%
COc1ccc(CC(=O)Nc2cc(-c3nc4cccnc4s3)ccc2C)cc1	?	13µM*	-17%[10.9 µM]	0.2%
CCn1c(CC(C)C)n[nH]c1=S	-6%	-3%	-8%	2.1%
CCn1ccc2c(OCC(=O)Nc3ccc(C)c(Cl)c3)cccc2c1=O	-4%	-20%	-3%[10.9 µM]	?
O=C(COc1ccc(F)cc1)Nc1ccc(OCc2cc(=O)n3ccsc3n2)cc1	7%	7%	-10%[10.9 µM]	-1.0%
COc1ccccc1OCc1nnc(-c2ccccc2)o1	0%	-6%	-11%[10.9 µM]	7.1%
CC1CC(N(C(=O)c2ccco2)c2ccccc2)c2ccccc2N1 (stereo unspecified)	5%	-4%	-11%	?
Cc1ccc(-n2c(=O)c3c(c4cc(C)ccc4n3C)n(CC(=O)Nc3c(C)cccc3C)c2=O)cc1	1%	8%	5%[10.9 µM]	0.1%
COCC(C)n1c(COc2ccccc2F)nnc1SCc1c(C)noc1C (stereo unspecified)	16%	0%	-8%	1.7%

Some of the entries above, reformatted:
Below each SMILES: p53ts 32C kill, p53ts 39C kill, Peg3 imprint, IkB sig inh
- Cc1ccc(-n2c(=O)c3c(c4cc(C)ccc4n3C)n(CC(=O)Nc3c(C)cccc3C)c2=O)cc1
 : 1%, 8%, 5%[10.9 µM], 0.1%
- COc1ccccc1OCc1nnc(-c2ccccc2)o1
 : 0%, -6%, -11%[10.9 µM], 7.1%
- CC1CC(N(C(=O)c2ccco2)c2ccccc2)c2ccccc2N1 (stereo unspecified)
 : 5%, -4%, -11%, ?

Continuation:
molecule	p53ts 32C kill	p53ts 39C kill	Peg3 imprint	IkB sig inh
COc1ccc2nc3sc(C(=O)Nc4ccccc4F)cc3cc2c1	-2%	-8%	-12%[10.9 µM]	?
COC(=O)c1c(-c2ccncc2)csc1NC(=O)c1ccoc1C	-9%	-12%	-24%	-5.0%
CC(=O)c1ccc(NC(=O)CSc2nccn2Cc2ccc3c(c2)OCO3)cc1	5%	-30%	-2%[10.9 µM]	-0.5%
CC(=O)OC[C@@H]1O[C@@H](O/N=C2/C[C@@H](O)[C@@H](O)[C@@H]3[C@H]4C(=O)N(c5ccc(F)cc5F)C(=O)[C@@H]4CC[C@H]23)[C@H](OC(C)=O)[C@H](OC(C)=O)[C@@H]1OC(C)=O	-1%[9.22 µM]	8%[9.22 µM]	/	/
COc1ccc(C)cc1NC(=O)C(=O)NCCc1sc(-c2ccc(Cl)cc2)nc1C	-3%	-22%	-13%[10.9 µM]	1.2%
Cc1cccc(N2CCN(C(=O)CN3CCSc4ccccc43)CC2C)c1 (stereo unspecified)	-2%	-23%	-12%[10.9 µM]	?
C=CCn1c(COc2ccccc2)nnc1SCC(=O)Nc1ccc2c(c1)OCCO2	1%	-3%	7%	5.5%
CCC(=O)N1CCc2cc(S(=O)(=O)NC(CC(C)C)C(=O)NCCc3cccc(C)c3)ccc21 (stereo unspecified)	?	?	-12%[10.9 µM]	3.5%
O=C(CSc1nccn1Cc1ccccc1)NCc1ccc(F)cc1	12%	-1%	-3%[10.9 µM]	-1.3%
Cc1cccc(NC(=O)C2CCN(S(=O)(=O)c3c(C)noc3/C=C/c3ccco3)CC2)c1	9%	15%	-9%[10.9 µM]	2.8%
COc1ccc(NC(=O)c2c(-c3ccc(C)cc3)nnc3ccccc23)cc1OC	-3%	-2%	-6%[10.9 µM]	1.1%
CCC(=O)Nc1nc2ccccc2n1CCN(CC)CC	-3%	19%	-9%	-0.4%
Oc1ccc(Cl)cc1-c1cc(-c2ccccc2)n[nH]1	-7%	-23%	-21%	17%
Nc1[nH]c(=S)[nH]c(=O)c1N=Nc1c(Br)cc(S(N)(=O)=O)cc1Br	4%[9.22 µM]	9%[9.22 µM]	-9%[10.9 µM]	-0.2%[11.4 µM]
CCOC(=O)Nc1cc(C(=O)OCC)c(C)nc1C	8%	4%	-2%	0.9%
CCN1C(=O)[C@H]2[C@H]3[C@H](O)[C@H](O)C/C(=N/OCc4ccccc4)[C@H]3CC[C@@H]2C1=O	7%[9.22 µM]	14%[9.22 µM]	/	/
Cc1nc(N2CCOCC2)[nH]c(=O)c1CCC(C)C	5%	7%	-15%	-0.5%
Cn1c(=O)c(C(=O)Nc2ncccc2O)c(O)c2ccccc21	-16%	-20%	1%	0.2%
COC(=O)c1cn(CC(=O)NCc2ccco2)c2ccccc12	2%	7%	-14%	-1.5%
COC(=O)c1cc2ccccc2c(=O)s1	-12%	-17%	-16%	-0.5%
O=C(c1ccccc1C(=O)N1CCN(c2ccc(F)cc2)CC1)N1CCN(c2ccc(F)cc2)CC1	-18%	9%	-14%	?
CCOC(=O)CC(NC(=O)c1cc2c(=O)n3cccc(C)c3nc2s1)c1ccc(OCC)c(OC)c1 (stereo unspecified)	4%	-15%	7%[10.9 µM]	-0.4%
O=C(OCC(=O)N1CCN(C(=O)c2ccco2)CC1)c1ccccc1C(=O)c1ccccc1	-2%	4%	?	0.1%
CC(C)CC(=O)Nc1ccc2oc(-c3ccncc3)nc2c1	?	-18%	-16%	-0.7%
COC(=O)[C@@]1(Cc2ccc(F)cc2)[C@H]2c3cc(C(=O)N(C)C)n(Cc4ccccc4)c3C[C@H]2CN1C(=O)c1ccccc1	52%[activator]	48%[activator]	-18%	/
